Compound activity (PubChem BioAssay)
PrPC surface inh: inhibitors of human cell surface prion protein PrPC, primary screen, cell-based, TR-FRET; Major prion protein (Homo sapiens), P04156; 370,000 compounds, 0.43% hits; inhibition, % at 13.8 µM; TR-FRET read-out; AID 720596, 2013; in the data active = inhibition above about 24%; also: 0% = median of the test wells and 100% = reference compound wells
* marks the source's active call; other numbers are inactive results.

SMILES | PrPC surface inh
O=c1ccn2c(n1)OC1CC2OC1COC(c1ccccc1)(c1ccccc1)c1ccccc1 (stereo not drawn) | 9
OC(c1ccccc1)(c1ccccc1)C1CCN(CCCOc2ccc(-c3cccnc3)cc2)CC1 | -26
N#CCC[C@H]1CC[C@]2(CCCN(C(=O)c3ccc4ccccc4n3)C2)O1 | -2
Nc1c(C(=O)N2CCN(CCc3ccccc3)CC2)cnn1-c1ccccc1 | -9
COc1cccc(Cn2c(C(C)n3c(C)nc4ccccc43)nc3ccccc32)c1 (stereo not drawn) | -3
C=CCO[C@H]1CN(C(=O)OC)[C@@H]2C[C@H]1Oc1ccccc12 | -7
Cc1ccc(C)c([N+](=O)[O-])c1 | -7
COC(=O)C1CN(Cc2cn(CCOC(C)=O)nn2)CCS(=O)(=O)N1Cc1ccc(C)cc1 (stereo not drawn) | -1
COC(=O)c1cc(-c2ccc(Oc3ccccc3)cc2)c(=O)n2c1CCC2 | 6
CCOC(=O)c1c(N)c(C#N)nn1-c1ccccc1C(=O)OC | -3
CCOC(=O)[C@]12CCCC3=C1N(CCC3)C(=O)[C@@H](CC(=O)N1CCCCC1)C2 | -11
Cc1ccc(CNC(=O)CCS(=O)(=O)c2cc3c(cc2Br)CCN3C(=O)C2CC2)o1 | -2
O=c1c2cc3cc(Cl)ccc3nc2ncn1CCc1c[nH]c2ccccc12 | -4
Cc1cc(C)cc(N(CC(=O)NC2CCC(C)CC2)S(=O)(=O)c2ccccc2)c1 (stereo not drawn) | -12
CC[C@@H](CCC(=O)N(c1ccccc1)c1ccccc1)C1CC1 | 4
COC(=O)[C@@]12C[C@@H](CC(=O)N3CCSCC3)C(=O)N(CCc3ccc(OC)c(OC)c3)C1=CCC(C)(C)C2 | 0
CCc1nnn2c1Cn1c3ccccc3c(=O)n1[C@@H](C)C2 | -1
O=C(NN=Cc1ccccc1Cl)C(=O)Nc1cccc(C(F)(F)F)c1 | 8
Cc1ccsc1C=Nn1c(-c2n[nH]c3c2CCC3)n[nH]c1=S | -5
COc1cc(NC(=O)NC2CCCCN(Cc3cccc(Cl)c3)C2=O)cc(OC)c1 (stereo not drawn) | 5

Sorted by molar mass (high to low): part of the list above
SMILES | PrPC surface inh
COC(=O)[C@@]12C[C@@H](CC(=O)N3CCSCC3)C(=O)N(CCc3ccc(OC)c(OC)c3)C1=CCC(C)(C)C2 | 0
Cc1ccc(CNC(=O)CCS(=O)(=O)c2cc3c(cc2Br)CCN3C(=O)C2CC2)o1 | -2
O=c1ccn2c(n1)OC1CC2OC1COC(c1ccccc1)(c1ccccc1)c1ccccc1 (stereo not drawn) | 9
COc1cc(NC(=O)NC2CCCCN(Cc3cccc(Cl)c3)C2=O)cc(OC)c1 (stereo not drawn) | 5
Cc1cc(C)cc(N(CC(=O)NC2CCC(C)CC2)S(=O)(=O)c2ccccc2)c1 (stereo not drawn) | -12
COc1cccc(Cn2c(C(C)n3c(C)nc4ccccc43)nc3ccccc32)c1 (stereo not drawn) | -3
CCOC(=O)[C@]12CCCC3=C1N(CCC3)C(=O)[C@@H](CC(=O)N1CCCCC1)C2 | -11
Nc1c(C(=O)N2CCN(CCc3ccccc3)CC2)cnn1-c1ccccc1 | -9
O=C(NN=Cc1ccccc1Cl)C(=O)Nc1cccc(C(F)(F)F)c1 | 8
COC(=O)c1cc(-c2ccc(Oc3ccccc3)cc2)c(=O)n2c1CCC2 | 6
N#CCC[C@H]1CC[C@]2(CCCN(C(=O)c3ccc4ccccc4n3)C2)O1 | -2
Cc1ccsc1C=Nn1c(-c2n[nH]c3c2CCC3)n[nH]c1=S | -5
CCOC(=O)c1c(N)c(C#N)nn1-c1ccccc1C(=O)OC | -3
CC[C@@H](CCC(=O)N(c1ccccc1)c1ccccc1)C1CC1 | 4
C=CCO[C@H]1CN(C(=O)OC)[C@@H]2C[C@H]1Oc1ccccc12 | -7
CCc1nnn2c1Cn1c3ccccc3c(=O)n1[C@@H](C)C2 | -1
Cc1ccc(C)c([N+](=O)[O-])c1 | -7

Continuation.
SMILES | PrPC surface inh
COC(=O)[C@]1(C)CN(C(=O)OC(C)(C)C)C2=C1C(=O)C[C@](C)(C(=O)OC(C)(C)C)C2 | -10
COC(=O)C1=C(C)N(C)C(=NCc2ccc(OC)cc2)NC1c1ccc(F)cc1 (stereo not drawn) | -7
CCn1c(=O)cc(N2CCN(c3cccc(C(F)(F)F)c3)CC2)[nH]c1=O | 17
COC(=O)C1CN(Cc2ccc(F)cc2)CCS(=O)(=O)N1Cc1cn(Cc2ccc(F)cc2)nn1 (stereo not drawn) | -6
Cc1cccc(C)c1NC(=O)C1(C)CSCC(=O)N1CCc1ccccc1F (stereo not drawn) | 9
COC(=O)[C@]12C[C@H](CC(=O)NCCc3ccccc3OC)C(=O)N(Cc3ccco3)C1=C[C@H](C(C)(C)C)O[C@@H]2C | -4
CCCCc1c(-c2ccccc2OC)ncn1Cc1ccc(C(C)(C)C)cc1 | 14
COc1cccc(N(C)C(=O)[C@@H](C)[C@@H](O)c2ccc(Cl)cc2)c1 | 2
N#Cc1cccc(Cn2ccc3ccc(-c4ccc5ccn(Cc6ccccc6)c5c4)cc32)c1 | 5
O=C(Nc1ccc(Cl)c(Cl)c1)C1CCN(c2nnc(-n3cccc3)s2)CC1 | -2
c1ccc(-c2nc3ccccc3nc2-c2ccc(CN3CCC4(CC3)CNc3ccccc34)cc2)cc1 | 4
CC(C)(C)c1ccc(C#C[C@@H]2C=C[C@@H](O)[C@@H](CO)O2)cc1 | -3
COc1ccc(CN2C(=O)N3Cc4cc(OC)ccc4C3CS2(=O)=O)cc1 (stereo not drawn) | 1
C=C1[C@@H]2CC[C@H]3[C@]4(C)[C@@H](O)CC[C@@](C)(C(=O)OC)[C@H]4C[C@H](O)[C@]3(C2)[C@H]1O | -2
Cc1[nH]nc2c1C(c1ccc(Br)cc1)N(c1ccccc1)C2=O (stereo not drawn) | 1
CCCCOCC1CN(CCCC)S(=O)(=O)c2c(Oc3ccc(OC)cc3)cccc2O1 (stereo not drawn) | 10
O=C(Nc1cccc([N+](=O)[O-])c1)NC1CCCCN(Cc2cccc(Cl)c2)C1=O (stereo not drawn) | -5
COCCSc1ncccc1-c1nc2ccccc2[nH]1 | 2
CCOC(=O)[C@]12CCCC3=C1N(CCC3)C(=O)[C@@H](CC(=O)N1CCOCC1)C2 | -5
COC(=O)C1=C(C)N(Cc2ccc(Cl)cc2)C(=S)NC1c1ccc(OC)cc1 (stereo not drawn) | -1
CCOC(=O)Cn1cc(CN2CCS(=O)(=O)N(Cc3ccccc3)C(C(=O)OC)C2)nn1 (stereo not drawn) | -2
C=C1C(=O)[C@]23C[C@H]1CC[C@H]2[C@]1(C)CCC[C@@](C)(C(=O)OC)[C@H]1C[C@@H]3O | 60*
C=Cc1ccc(C(=O)N2CCC(n3nnc4ncccc43)CC2)cc1 | -2
O=C(NCCc1ccccc1)OCc1cn(Cc2cc(F)cc(F)c2)nn1 | 13
CSc1ccc(Oc2cccc3c2S(=O)(=O)N([C@H](C)c2ccccc2)C[C@@H](COCc2ccccc2)O3)cc1C | 8
O=C(NCc1ccccc1)C(c1cc2ccccc2o1)n1c(=O)c(-c2ccccc2)nc2ccccc21 (stereo not drawn) | 1
CC1CCN(c2ccc(C(=O)O)cc2NS(=O)(=O)c2ccc(C(C)(C)C)cc2)CC1 | 6
COC(=O)C1CN(C2CC2)CCS(=O)(=O)N1Cc1cn(Cc2ccc(C)cc2)nn1 (stereo not drawn) | 6
O=C(Nc1ccc(F)c(C(F)(F)F)c1)Nc1nnc(-c2ccncc2)s1 | -1
CC(C)(C)c1ccc(S(=O)(=O)N2CCCC2C(=O)N2CCN(c3ccccc3)CC2)cc1 (stereo not drawn) | -3
Cc1cc2ncn(/N=C/c3cc(Br)ccc3O)c2cc1C | -3
CC(C)C[C@H](NC1(C(=O)NC2CCCCC2)CCN(C(=O)OC(C)(C)C)CC1)C(=O)NCCc1c[nH]c2ccccc12 | 0
Cc1cc2c(nc1C)CCCN2S(=O)(=O)c1ccc(F)cc1 | -1
COC(=O)C1=C(C)N(Cc2ccccc2C(F)(F)F)C(=NCc2ccc(OC)cc2)NC1CCc1ccccc1 (stereo not drawn) | -1
COC(=O)[C@@]12C[C@@H](CC(=O)NCc3cccc4ccccc34)C(=O)N(Cc3ccccc3)C1=CCC(C)(C)C2 | -2
CC(C)C[C@H](NC(C)(C)C(=O)NC1CCCCC1)C(=O)NCC(c1ccccc1)c1ccccc1 | -2
Cc1cccc(C2=CC(=O)CC(C)(C)C2=O)c1 | 2
O=S1(=O)c2ccc(N3CCC[C@H]3CO)cc2O[C@H]2CCN1C2 | -5
CCc1ccc(Oc2c(Cl)cnn(-c3ccc(C)cc3)c2=O)cc1 | -10
Cc1cc(Nc2cc(Cl)cc(Cl)c2)cc(=O)n1-c1cc(Cl)cc(Cl)c1 | 5
CN1CCCN(S(=O)(=O)c2ccc3c(c2)CCC(=O)N3)CC1 | -8
CC(C(=O)NC(C)(C)C)n1c(-c2ccc3c(c2)OCO3)nc2ccccc21 (stereo not drawn) | 2
CCCCNC(=O)C[C@H]1C[C@@]2(C(=O)OC)C(=C[C@H](COCc3ccccc3)O[C@@H]2C)N(Cc2cccc3ccccc23)C1=O | 0
COCc1cc(N2CCN(C(=O)OC(C)(C)C)C[C@H]2C)ccc1N1CCS(=O)(=O)CC1 | 2
O=C(Nc1ccc(Cl)cc1)N1CCN(Cc2nc3ccccc3c(=O)[nH]2)CC1 | 9
COCCCN1C(=O)[C@H](CC(=O)NCCC(C)C)[C@]2(C(=O)OC)CCCCC=C12 | -4
c1ccc(Cn2ccc3ccc(-c4ccc5ccn(Cc6cccc(-c7ccsc7)c6)c5c4)cc32)cc1 | 3
CC(C)CN1C(=O)CN(S(C)(=O)=O)CC1(C)C(=O)NC(C)C (stereo not drawn) | 7
CC1(C)CC(=O)N(CC(=O)N2CCN(Cc3ccc4c(c3)OCO4)CC2)c2ccccc2S1(=O)=O | -7
C#CCNC(=O)C[C@@H]1C[C@@]2(C(=O)OC)CC(C)(C)CC=C2N(Cc2ccco2)C1=O | 0
CC(C)(C)OC(=O)NCc1cc(F)ccc1/C=C/S(=O)(=O)NCc1ccc(F)cc1 | 0
C=CCN=C1NC(c2cccc(F)c2)C(C(=O)OC)=C(C)N1Cc1cccc(C(F)(F)F)c1 (stereo not drawn) | -8
CN(C(=O)c1cccc(NC(=O)Cc2ccc(NC(=O)C3CCN(C(=O)CCc4ccccc4)CC3)cc2)c1)C1CCCC1 | 7
O=S1(=O)c2ccc(Br)cc2OC[C@@H](c2ccccc2)N1Cc1cn(CCC2OCCO2)nn1 | 3
Cc1cc(NS(=O)(=O)c2ccc(NC(=O)CSc3nnc(-c4ccccn4)n3Cc3ccco3)cc2)nc(C)n1 | -4
CC(C)(C)NC(=O)C(c1ccnc2ccccc12)n1c(=O)c(-c2ccco2)nc2ccccc21 (stereo not drawn) | 3
Cc1[nH]c2ccccc2c1C(=O)c1c(N)[nH]c(C(=O)c2ccccc2)c1-c1ccc(Cl)cc1 | -11
Cc1ccc(C(O)(C(=O)OC(C)C)C(O)c2ccc(F)cc2)cc1 (stereo not drawn) | 3
CCOC(=O)N(C)[C@H]1C[C@H]2c3[nH]c4c(-c5ccccc5)cccc4c3CCN2C(=O)[C@H]1[C@H](C)O | -2
O=C1CC[C@@H](COc2ccc3[nH]cc(-c4ccccc4)c3c2-c2ccccc2)N1 | 2

Remaining list, next part.
SMILES | PrPC surface inh
CC1(C(=O)Nc2ccc3c(c2)OCCO3)CN(S(C)(=O)=O)CC(=O)N1CCCN1CCOCC1 (stereo not drawn) | 0
CC(=O)N(c1nc2ccccc2s1)N1C(=O)c2ccccc2C1=O | -5
CC(=O)N1CCc2cc(Br)c(S(=O)(=O)CCC(=O)N3CCN(c4ccccn4)CC3)cc21 | -3
Cc1ccc(C(=O)N2CCC[C@@H]2C(=O)N2CCC[C@H]2C(=O)NCc2ccccc2)cc1 | -2
C=CCNC(=O)CSc1nc2c(c(=O)[nH]1)CCCC2 | -8
CCN1CCCCC(NC(=O)c2ccc(F)cc2)C1=O (stereo not drawn) | -7
CCCC(=O)OC[C@H]1CN(C2CCCC2)S(=O)(=O)c2c(F)cccc2O1 | 7
F[B-](F)(F)c1cncnc1 | 4
Cc1cccc(S(=O)(=O)N2CCC[C@H]2C(=O)N2CCC[C@@H]2C(=O)NCc2ccccc2)c1 | 0
Cc1cc(O)cc(=O)n1-c1cc(Cl)cc(Cl)c1 | 9
CC(C)N(C[C@@H]1CSCCS(=O)(=O)N1)C(C)C | -3
C=CCN1C(=O)[C@H](CC(=O)NCCCCc2ccccc2)[C@@]2(C(=O)OCC)CCCC=C12 | -7
COc1ccc(/C=C2\CC3(OC(=O)c4ccccc4)CCCN2C3)cc1 (stereo not drawn) | 3
Cc1cccc(C)c1NC(=O)C(C1CC1)n1c(=O)c(-c2ccccc2)nc2ccccc21 (stereo not drawn) | 4
CC(=O)Oc1cc2c(s1)CCN(C(C(=O)C1CC1)c1ccccc1F)C2 (stereo not drawn) | 9
CCCCc1c(-c2ccccc2OC)ncn1Cc1cccc(OC)c1 | 2
C[C@H]1[C@H](c2ccccc2)Oc2cc(Br)ccc2S(=O)(=O)N1Cc1ccc(Cl)cc1 | 11
Cc1cccc(N2CCN(C(C(=O)NCc3ccccc3)c3ccc(C(F)(F)F)cc3)CC2)c1C (stereo not drawn) | -4
Cc1ccc(NC(=O)CSc2nnc(-c3cc(-c4ccc(Cl)cc4)n[nH]3)n2N)cc1 | -7
COC(=O)C1CN(Cc2ccccc2)CCS(=O)(=O)N1Cc1cccc(Cl)c1 (stereo not drawn) | 15
C=CC(=O)NC1CCCCN(C(C)C)C1=O (stereo not drawn) | -3
O=C(Nc1ccccc1)N1c2ccccc2SC1c1ccco1 (stereo not drawn) | 6
COc1cc(CC2COC(=O)C2Cc2ccc(O)c(OC)c2)ccc1O (stereo not drawn) | 3
O=S1(=O)CC2c3ccc(F)cc3CN2CN1Cc1ccccc1 (stereo not drawn) | 2
COC(=O)c1cc2c(c3c4cc(F)ccc4n(S(=O)(=O)c4cccc(C)c4)c13)C(=O)N(Cc1ccco1)C2 | 0
CC(=O)c1cc(-c2cccc(CO)c2)c(=O)n2c1CCC2 | 3
COc1cccc(NC(=O)Nc2c(-c3ccc(C(F)(F)F)cc3)nc3ncccn23)c1 | 5

An excerpt (hit frequency here may not be typical).
